# Screening results (PubChem)
# GLS inhibitor: glutaminase GLS (human) inhibition | O94925 | GLS enzymatic activity, qHTS titration | Potency, µM (titrated, usually from 45.5 µM), without a hit: at the top dose activity change, negative = inhibition, most hits filed as inhibitors | 410,000 tested, 0.21% active | AID 624170; note: % is set by controls: 0 for no effect and ±100 for the full control effect
#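 Assay buffer: 45 mM KH2PO4 pH 8.2, 0.02% Tween-20. hKGA acts on L-glutamine (1 mM solution added); product glutamate is reported by an oxidase/peroxidase Amplex Red coupling, with fluorescence taken at baseline and 30 min.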
# JMJD2A Tudor: inhibitors of human JMJD2A Tudor domain; AID 504339; O75164; AlphaScreen JMJD2A-Tudor / H3K4me3 peptide binding; Potency, µM (series often up to 114 µM), for inactives: at the top dose activity change, negative = inhibition, hits mostly inhibitors; 390,000 tested, 4.4% active; note: % is set by controls: 0 for no effect and ±100 for the full control effect; nearly all actives have a fitted effect of over 50% in size
# Target sequence (O75164 whole entry, looked up, the tested form may be a part): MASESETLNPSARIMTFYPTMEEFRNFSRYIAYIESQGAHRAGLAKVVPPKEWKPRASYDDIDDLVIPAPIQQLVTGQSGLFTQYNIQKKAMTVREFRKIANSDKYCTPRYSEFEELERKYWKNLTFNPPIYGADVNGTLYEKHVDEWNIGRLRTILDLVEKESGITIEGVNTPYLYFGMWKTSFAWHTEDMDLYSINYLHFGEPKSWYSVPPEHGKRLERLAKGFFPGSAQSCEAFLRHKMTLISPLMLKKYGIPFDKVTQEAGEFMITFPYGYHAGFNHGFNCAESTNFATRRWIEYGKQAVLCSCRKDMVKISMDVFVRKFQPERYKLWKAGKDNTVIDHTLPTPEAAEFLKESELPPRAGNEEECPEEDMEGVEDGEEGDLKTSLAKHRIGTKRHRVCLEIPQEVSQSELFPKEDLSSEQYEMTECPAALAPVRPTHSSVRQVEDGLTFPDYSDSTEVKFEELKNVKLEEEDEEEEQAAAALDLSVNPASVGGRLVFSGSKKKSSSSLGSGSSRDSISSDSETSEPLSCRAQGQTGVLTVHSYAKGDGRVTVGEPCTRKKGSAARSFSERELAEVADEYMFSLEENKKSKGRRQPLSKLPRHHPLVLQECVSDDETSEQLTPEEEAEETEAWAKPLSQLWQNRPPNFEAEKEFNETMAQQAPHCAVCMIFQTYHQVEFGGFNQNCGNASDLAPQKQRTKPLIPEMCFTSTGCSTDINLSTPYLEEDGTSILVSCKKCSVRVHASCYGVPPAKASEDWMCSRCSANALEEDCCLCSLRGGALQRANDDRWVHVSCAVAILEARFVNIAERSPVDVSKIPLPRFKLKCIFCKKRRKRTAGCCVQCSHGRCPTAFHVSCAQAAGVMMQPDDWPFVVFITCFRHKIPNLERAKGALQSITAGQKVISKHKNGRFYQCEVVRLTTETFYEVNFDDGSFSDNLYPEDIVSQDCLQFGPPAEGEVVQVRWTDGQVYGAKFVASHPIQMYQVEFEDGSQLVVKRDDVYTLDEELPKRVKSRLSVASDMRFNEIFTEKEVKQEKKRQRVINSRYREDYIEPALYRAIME
# G9a inh: inhibitors of human histone lysine methyltransferase G9a. G9a H3K9 monomethylation, AlphaScreen, 2 h. Potency, µM (series often up to 102 µM), for the others: at the highest dose activity, negative = inhibition, most hits filed as inhibitors. 350,000 tested, 8.8% active; note: % is set by controls: 0 for no effect and ±100 for the full control effect; nearly all actives have a fitted effect of over 75% in size
#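 Step 1: enzyme (final 20 nM) with compound, 15 min RT. Step 2: substrate peptide 500 nM and SAM 20 uM, 2 h RT. Step 3: anti-H3K9me1 antibody and AlphaScreen beads, 10 min, then plate read.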
# BAZ2B inh: inhibitors of human BAZ2B bromodomain | Q9UIF8 | AlphaScreen BAZ2B-H3K14Ac peptide displacement | Potency, µM (doses to about 114 µM), without a hit: at the highest dose activity change, negative = inhibition, hits mostly inhibitors | 360,000 tested, 4.4% active | AID 504333; note: % is set by controls: 0 for no effect and ±100 for the full control effect; nearly all actives have a fitted effect of over 60% in size
#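 AlphaScreen displacement of biotin-H3(5-23)K14Ac peptide (50 nM final) from BAZ2B (50 nM final) in PBS pH 7.4, 0.01% Tween-20; complex preformed 30 min RT, then compounds (top 110 uM) 30 min RT, beads 20 min dark.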
# PGK inhibitor: T. brucei PGK inhibition; 380,000 tested, 0.043% active; P07378; PGK/GAPDH coupled, Kinase-Glo luminescence, 60 min; AID 602233; Potency, µM (doses to about 57.5 µM), without a hit: top-dose activity change, negative = inhibition, usual class: inhibitors; note: % is set by controls: 0 for no effect and ±100 for the full control effect; nearly all actives have a fitted effect of over 60% in size
#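 Recombinant glycosomal PGK reaction used 1,3-bisphosphoglycerate generated in-well by GAPDH (100nM final) in 100mM TEA pH 7.6, 5mM MgCl2, 0.01% Tween-20. After 60 minutes at room temperature, ATP was read by Kinase-Glo Plus luminescence end-point.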
# Pol iota inh: blocks human DNA polymerase iota activity. Pol iota fluorescent replication assay, 10 min. Q9UNA4. 390,000 tested, 1% active. Potency, µM (doses to about 115 µM), inactives show at the top dose activity, negative = inhibition, usual class: inhibitors
#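 Fluorescent replication assay read twice, at 0 min and 10 min after adding 50 nM (final) substrate. Enzyme (10 nM) and compounds were first incubated 15 min at room temperature; enzyme-free buffer wells were negative controls.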
# Pin1 inhibitor: inhibitors of human Pin1; Q13526; Pin1 FP peptide displacement, HiFluor488, 10 min; Potency, µM (top dose mostly 115 µM), for the others: top-dose activity, negative = inhibition, usual class: inhibitors; 390,000 tested, 0.009% active; active = well fitted inhibition curve with a large enough effect in the polarisation, with a control signal flat, not every such curve was filed as active; inconclusive = small, poorly fitted or top-dose-only effect, or effect the other way, or a change in a side signal; inactive = no such curve, though single readings can be large or run the other way; the % refers to the polarisation; note: % is set by controls: 0 for no effect and ±100 for the full control effect
# BLM inh: Bloom syndrome helicase (human) inhibition; recombinant BLM DNA unwinding, fluorescence dequenching; Potency, µM (titrated, usually from 56.1 µM), inactives show at the top dose activity change, negative = inhibition, most hits filed as inhibitors; 350,000 tested, 0.2% active; P54132;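 note: plate controls were vehicle for no effect and no enzyme for full effect; nearly all actives have a fitted effect of over 35% in size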
# HP1b binding inh: inhibitors of HP1-beta chromodomain binding to methylated histone tails. Potency, µM (titrated, usually from 114 µM), without a hit: at the top dose activity change, negative = inhibition, most hits filed as inhibitors. AlphaScreen HP1-beta / biotin-H3K9me3 peptide binding. 390,000 tested, 0.56% active; note: nearly all actives have a fitted effect of over 70% in size; inactives centre near 23
#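 AlphaScreen: HP1-beta (50 nM) preformed 30 min with biotin-H3(1-18)K9me3 peptide (50 nM) in PBS pH 7.4, 0.01% Tween-20. Compound added for 30 min at RT, then streptavidin donor/nickel chelate acceptor beads (10 ug/mL) for 30 min.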
# Numbers without * were called inactive; i = inactive; ? = inconclusive; . = not tested or not shown; [ ] = another dose, or the depositor's remark. Unless noted, calls come from the whole dose curve; as a rule, active = well fitted curve in the direction sought with a large enough effect; inconclusive = small, poorly fitted or top-dose-only effect, or another doubt; inactive = no such curve, though single readings can be large; an effect the other way counts as inactive or inconclusive. Potency is the fitted concentration of half-maximal effect.
HP1b binding inh | Pin1 inhibitor | BLM inh | G9a inh | BAZ2B inh | PGK inhibitor | JMJD2A Tudor | GLS inhibitor | Pol iota inh | molecule
30.1% | -3.1% | . | . | . | i | -18.6% | 15.3% | -10.4% | COc1ccc(OC)c(N2C(=O)CC(NNC(=O)c3ccc4c(c3)OCO4)C2=O)c1 (stereo not given)
39.6% | -1.3% | -2.6% | -12.7% | 1.1% | i | -1.0% | -2.0% | -6.1% | COc1ccc(C(=O)OC2CCCCC2CN(C)C)cc1 (stereo not given)
23.3% | -0.7% | . | -11.2%[12.7 µM] | -3.4% | 3.1% | -5.0% | 3.2% | ? | O=C(COC(=O)c1ccc(N2CCCC2=O)cc1)Nc1ccccc1
27.1% | 0.0% | . | . | . | 6.7% | -10.3% | 3.1% | 10.7% | CN(CC(=O)NCc1ccc2c(c1)OCO2)S(=O)(=O)c1ccc(Cl)cc1
23.3% | 8.3% | -5.3% | 2.9%[0.501 µM] | -31.5% | i | -18.0% | -0.3% | -9.7% | Cc1ccccc1C(=O)Nc1cccc(NC(=S)NC(=O)c2cccs2)c1
23.4% | ? | 0.9% | -16.2%[59 µM] | 3.1% | . | -7.4% | -1.1% | 48.3%[activator] | Cc1ccc(S(=O)(=O)N2CCOCC2)cc1C(=O)NCc1ccco1
16.4% | 9.4% | -6.1% | -3.0%[12.7 µM] | 3.8% | -6.9% | -12.2% | 6.3% | -11.4% | CC(=O)Cc1nsc(NC(=O)c2ccc(-c3cc(C(F)(F)F)ccc3Cl)o2)n1
18.0% | 1.2% | 1.5% | 56.2µM* | -0.9% | -9.1% | -1.4% | -3.9% | -11.6%[58.9 µM] | CCCCc1cc(=O)oc2cc(OCc3nn[nH]n3)ccc12
-18.9% | -3.1% | -6.7% | 28.2µM* | -31.8% | -2.4% | -26.7% | 68.9%[activator] | 34.8%[activator] | CC(=O)c1ccc(S(=O)(=O)Nc2ccc(N3CCOCC3)cc2)cc1
11.5% | -0.6% | . | -1.5% | 9.8% | i | -14.4% | 2.6% | 35.7%[activator] | O=C(NC1CCS(=O)(=O)C1)c1cccc(Br)c1 (stereo not given)
17.3% | 1.5% | 0.5% | 17.8µM* | -17.7% | -6.0% | -3.3% | -3.8% | -0.8% | Cc1cc(Cl)c(S(=O)(=O)NC2CCCCC2)cc1OCC(=O)Nc1nncs1
36.7% | 4.2% | -3.4% | ? | -6.8% | -2.5% | -2.7% | -3.6% | 3.0% | S=C(NCCCN1CCOCC1)Nc1ccc(N2CCOCC2)cc1
29.4% | 1.2% | -1.4% | . | -22.7% | -7.4% | -20.8% | 6.2% | 39.4%[activator] | Cc1ccc(/C=N/NC(=O)c2ccc(OC3CCCC3)cc2)o1
15.1%[57 µM] | 1.8% | -1.1% | 4.7%[59 µM] | 3.1% | -9.2% | -12.9% | 8.1% | 42.6%[activator] | Nc1ncc(S(=O)(=O)NCc2ccc(F)cc2)cn1
37.2% | -1.2% | -3.4% | 27.0% | ? | 2.0% | -6.8% | 17.3% | -3.7% | CCOC(=O)c1ccccc1NC(=O)C1CSC2(C)CCC(=O)N12 (stereo not given)
41.4%[activator] | -5.5% | -9.4% | 27.3% | 2.6% | -10.3% | 20.9% | -5.9% | 20.3% | Fc1ccccc1CNC(=S)NCc1ccc(Cl)cc1
14.8% | -2.6% | 0.6% | 9.5% | 46.0%[activator] | 3.5% | 3.1% | 13.7% | 8.4% | COc1ccc(-c2nc(Cc3ccc(Cl)cc3)no2)cc1OC
17.8% | -2.8% | 2.0% | 8.9%[59 µM] | -14.0% | 3.5% | -6.4% | 5.3% | -24.2% | CC(=O)N1c2ccc(S(=O)(=O)Nc3ccc(Cl)cc3C)cc2CC1C (stereo not given)
2.0% | -2.2% | -4.5% | 1.58µM* | -32.0% | -6.1% | -9.0%[11.4 µM] | 14.4% | 75.5%[activator] | Cc1ccc(N2C(=O)CC(Sc3ccccc3C(=O)O)C2=O)cc1C (stereo not given)
73.3%[activator] | -3.4% | 0.8% | -1.5%[59 µM] | -2.5% | 2.2% | -18.0% | -0.2% | 4.6% | O=C(NCc1ccncc1)C1CCCN(S(=O)(=O)Cc2ccccc2)C1 (stereo not given)

# Single records, from the list above. Order of values: HP1b binding inh, Pin1 inhibitor, BLM inh, G9a inh, BAZ2B inh, PGK inhibitor, JMJD2A Tudor, GLS inhibitor, Pol iota inh
# Profile of COc1ccc(OC)c(N2C(=O)CC(NNC(=O)c3ccc4c(c3)OCO4)C2=O)c1 (stereo not given) = 30.1%, -3.1%, ., ., ., i, -18.6%, 15.3%, -10.4%
# Profile of Cc1ccc(S(=O)(=O)N2CCOCC2)cc1C(=O)NCc1ccco1 = 23.4%, ?, 0.9%, -16.2%[59 µM], 3.1%, ., -7.4%, -1.1%, 48.3%[activator]
# Profile of S=C(NCCCN1CCOCC1)Nc1ccc(N2CCOCC2)cc1 = 36.7%, 4.2%, -3.4%, ?, -6.8%, -2.5%, -2.7%, -3.6%, 3.0%
# Profile of O=C(COC(=O)c1ccc(N2CCCC2=O)cc1)Nc1ccccc1 = 23.3%, -0.7%, ., -11.2%[12.7 µM], -3.4%, 3.1%, -5.0%, 3.2%, ?
# Profile of CC(=O)c1ccc(S(=O)(=O)Nc2ccc(N3CCOCC3)cc2)cc1 = -18.9%, -3.1%, -6.7%, 28.2µM*, -31.8%, -2.4%, -26.7%, 68.9%[activator], 34.8%[activator]

# Continuation.
HP1b binding inh | Pin1 inhibitor | BLM inh | G9a inh | BAZ2B inh | PGK inhibitor | JMJD2A Tudor | GLS inhibitor | Pol iota inh | molecule
37.5%[activator] | 0.6% | 0.5% | 6.8% | -23.9% | -3.3% | -15.8% | -4.3% | 16.3% | COc1ccc(NC(=S)N(C)CC2COc3ccccc3O2)cc1 (stereo not given)
3.7% | -9.7% | -5.2% | ? | ? | -4.1% | ? | 8.2% | -8.5% | Cc1n[nH]c(C)c1CCOc1ccc(C(C)C)cc1
51.3%[activator] | -6.2% | -2.2% | 14.0% | 5.3% | -3.5% | 0.7% | 5.3% | ? | COc1ccc(Nc2nc(C)cc(C)c2C#N)c(OC)c1
36.1% | -2.3% | -5.4% | ? | -4.3% | 4.9% | -10.5% | 8.4% | ? | CCOC(=O)c1nc(C)nc(Sc2n[nH]c(-c3cc(Cl)cc(Cl)c3)n2)c1C
-1.2% | ? | -7.2% | ? | -30.1% | -3.5% | 89.1µM* | 1.9% | -1.3% | O=[N+]([O-])c1ccc(/C=N/n2c(C3CCCCC3)n[nH]c2=S)cc1
24.9% | -3.9% | -2.9% | 9.6%[0.501 µM] | 5.1% | 1.7% | -14.0% | 11.0% | 5.1% | Cc1ccc(N(C(=O)c2csnn2)C(C(=O)NC(C)(C)C)c2cccs2)cc1 (stereo not given)
27.8% | 4.1% | -2.7% | -5.3% | 2.0% | 2.0% | -13.5% | 3.0% | 11.3% | COCCN(C(=O)c1ccccc1F)c1c(N)n(Cc2ccccc2)c(=O)[nH]c1=O
35.7% | -13.5% | 0.7% | -22.2% | 0.7% | -6.9% | -23.2% | 0.9% | 2.6% | O=c1[nH]c2cc(Cl)c([N+](=O)[O-])nc2[nH]1
3.5% | -13.6% | -2.3% | 7.0% | 2.8% | -0.1% | -16.6% | 3.7% | 32.5%[activator] | NS(=O)(=O)c1cc(C(=O)OCC(=O)N2CCOCC2)ccc1Cl
16.8% | -6.1% | -3.9% | 30.6% | -5.3% | i | -9.0% | -18.7% | -6.5% | CC1Oc2ccccc2N(CC(=O)Nc2ccc3c(c2)OCCO3)C1=O (stereo not given)
29.5% | -6.4% | 1.6% | -5.3%[59 µM] | 1.5% | -1.0% | -6.7% | 19.9% | 19.4% | c1ccc(-n2nnnc2-n2cnc3ccccc32)cc1
30.8% | -9.0% | -1.8% | ? | -25.7% | 0.0% | -11.5% | -5.1% | 52.5%[activator] | O=C(CSc1n[nH]c(-c2ccc(Cl)cc2Cl)n1)Nc1ccccn1
40.2%[activator] | 2.4% | -7.0% | -48.9% | ? | 0.3% | -15.2% | 5.2% | 5.2% | O=C(CSc1nc(O)cc(=O)n1-c1ccccc1)Nc1ccccn1
20.5% | -12.4% | . | 1.6%[12.7 µM] | -2.2% | -1.5% | -9.1% | 2.7% | -5.8% | Cc1cc(C(C)(C)C)cc(C)c1COC(=O)CN1C(=O)NC2(CCCC2)C1=O
26.3% | -3.9% | -7.7% | 75.3%[activator][59 µM] | 1.1% | -0.9% | -29.1% | -1.9% | 57.5%[activator] | COc1ccc(C2CC(c3ccccc3)n3nc(NC(=O)c4cccs4)nc3N2)cc1 (stereo not given)
32.1% | -3.0% | 0.1% | 5.2%[59 µM] | 2.3% | -8.3% | -1.9% | 5.3% | -2.7% | COCCn1c(SCC(=O)c2ccc(C)cc2C)nc2cc(C(=O)NC3CCCC3)ccc2c1=O
-5.6% | 2.8% | 1.6% | 8.4%[59 µM] | -11.4% | -2.5% | -15.3% | -14.8% | -6.0% | CCc1ccc(NC(=O)CSC2=Nc3ccccc3C3=NC(CCC(=O)NCc4ccccc4OC)C(=O)N23)cc1 (stereo not given)
17.0% | 11.1% | . | -12.4%[12.7 µM] | 0.6% | -2.1% | -34.8% | -0.1% | -8.0% | NC(=O)NC(=O)C(c1ccccc1)N1CCN(S(=O)(=O)c2ccc(Br)s2)CC1 (stereo not given)

# JMJD2A Tudor: what is marked active above
HP1b binding inh | Pin1 inhibitor | BLM inh | G9a inh | BAZ2B inh | PGK inhibitor | JMJD2A Tudor | GLS inhibitor | Pol iota inh | molecule
-1.2% | ? | -7.2% | ? | -30.1% | -3.5% | 89.1µM* | 1.9% | -1.3% | O=[N+]([O-])c1ccc(/C=N/n2c(C3CCCCC3)n[nH]c2=S)cc1

# Not all compounds are listed; the hit share may differ from the screen's.
